# From PubChem
# aSyn yeast rescue – alpha-synuclein toxicity suppression in yeast. S. cerevisiae alpha-synuclein toxicity rescue, BacTiter-Glo growth, 24 h. Potency, µM (titrated, usually from 46.1 µM), for inactives: at the highest dose growth rescue (activation), actives largely listed as activators. hit rate 0.02% among 94,000; active means well fitted activation curve with a large enough effect; inconclusive means small, poorly fitted or top-dose-only effect; further: 0% is about no effect
#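 Growth restoration measured by BacTiter-Glo luminescence after 24 hr at 30 deg C; alpha-synuclein yeast, raffinose-pregrown to mid-log, were added at OD600=0.02 in galactose medium onto pinned compounds.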
# An asterisk follows results filed as active; ? = inconclusive. Potency means the concentration at half of the fitted maximal effect. These rows are one share of the data (hit frequency here may not be typical).
SMILES,aSyn yeast rescue
O=C(CSc1nc2c([nH]c3ccccc32)c(=O)n1-c1ccccc1)Nc1ccccc1F,-1%
COc1ccccc1/C=C/C=N/n1c(-c2ccccc2)n[nH]c1=S,-1%
Cc1ccc(C)c(Cn2cnc3c(cnn3-c3ccc(F)cc3)c2=O)c1,6%
O=C(Cn1nc(CNc2ccc(Cl)cc2)[n+]2c1CCCCC2)c1ccccc1,5%
NC(=O)c1ccc(NC(=O)COC(=O)c2c[nH]c3ccccc23)cc1,-9%
COc1cccc(-c2cc(C(=O)NCc3ccc(F)cc3)no2)c1,1%
Cc1ccc(S(=O)(=O)N2CCN(Cc3cc(Br)ccc3O)CC2)cc1,6%
CCOC(=O)c1ccc(NC(=O)CSc2nccn2Cc2ccc(OC)cc2)cc1,-8%
CC(C)C(C(=O)NCc1ccco1)N(CC1CCCO1)C(=O)CNS(=O)(=O)c1ccc(F)cc1 (configuration not stated),0%
CCOc1ccc(CCNC(=O)CCCn2c(=O)c3cccn3c3cccnc32)cc1,2%
Cc1nc(NC(=S)NC(=O)c2cncc(Br)c2)ccc1Br,-14%
CC(C)CNc1nc(N)c([N+](=O)[O-])c(N2CCCCCC2)n1,-15%
O=C(Nc1ccc(OC(F)(F)F)cc1)C1CCCN(S(=O)(=O)c2cccc3nonc23)C1 (configuration not stated),-2%
CN(C)c1ccc(-c2nc(-c3cc4cc(Cl)ccc4oc3=O)cs2)cc1,1%
O=C1OC(c2ccc(F)cc2)=N/C1=C\C=C/c1ccccc1,10%
CC(C)c1ccc(CN2CCC(n3nccc3NC(=O)C3CCCC3)CC2)cc1,-1%
Cc1ccc(N2CCN(C(=O)C3CCN(c4ncnc5c4nc4n5CCCCC4)CC3)CC2)c(C)c1,0%
COc1ccc(CCNC(=O)Cn2nnc(-c3ccc(C(F)(F)F)cc3)n2)cc1OC,-2%
CCCCOc1ccc(S(=O)(=O)n2nc(C)c(S(=O)(=O)N3CCCCCC3)c2C)cc1,3%
O=C1COc2cc(S(=O)(=O)CCC(=O)N3CCN(c4ccccc4F)CC3)c(Cl)cc2N1,-6%
CC(OC(=O)c1ccc2ncsc2c1)C(=O)NC1CCCCC1C (configuration not stated),0%
O=C(CN(CCO)Cc1ccccc1)N1CCN(S(=O)(=O)c2ccccc2)CC1,-7%
CCOc1ccccc1N(CC)C(=O)c1cc2c(=O)n(CC)c3ccccc3c2s1,12%
O=C(OCc1cccnc1)C1=Cc2ccccc2OC1,-4%
COc1cc(/C=C/C(=O)N2CCN(C(=O)/C=C/c3cc(OC)c(OC)c(OC)c3)CC2)cc(OC)c1OC,2%
# Following part:
SMILES,aSyn yeast rescue
CCc1cccc(NC(=O)CSc2nccn2C)c1,9%
COc1ccc(NC(=O)C2=CC(c3ccco3)=NS(=O)(=O)N2C)cc1,-8%
COc1ccc(/C(C)=N/OCC(=O)N=Nc2c(O)[nH]c3ccccc23)cc1,-2%
COCCOC(=O)c1c(NC(=O)CNc2ccc(C)c(F)c2)sc(C(N)=O)c1C,4%
CCOc1cc(C2Nc3ccccc3-c3nnc(SCc4ccccc4)nc3O2)ccc1OC (configuration not stated),-9%
COc1ccc(OC)c(CNS(=O)(=O)c2ccc3c(c2)oc(=O)n3C)c1,-9%
Cc1cccc(N2CCN(C(=O)CN3C(=O)COc4ccc(S(=O)(=O)N5CCC(C)CC5)cc43)CC2)c1C,4%
CC(=O)N1N=C(N)SC1c1cccc([N+](=O)[O-])c1 (configuration not stated),11%
Cc1nn(-c2ccccc2)c(OC(=O)C(C)(C)C)c1Sc1ccccc1,-19%
COc1ccc(CN(C)Cc2c(O)ccc3cc(Br)ccc23)cc1OC,-7%
CC(=O)N/C(=C\c1ccc(F)cc1)C(=O)NC(C(=O)O)C(C)C (configuration not stated),-11%
CCOC(=O)c1sc(NC(=O)c2cccs2)nc1C,-12%
Cc1ccc2c(c1)c1c(c(=O)n(Cc3ccccc3)c(=O)n1CC(=O)NCc1ccccc1Cl)n2C,1%
COc1ccc(C)cc1NC(=O)c1ccc2c(c1)nnn2C1CCCC1,26%
COC(=O)c1ccccc1NC(=O)CNCCc1ccc(OC)c(OC)c1,-2%
CC(=O)N(Cc1ccc(Br)cc1)c1cccc(C)c1C,2%
COC(=O)c1ccc(NC(=O)CN(Cc2ccccc2)S(=O)(=O)c2ccc(C)cc2)cc1,19%
O=C1/C(=C/c2cccnc2)CC/C1=C\c1cccnc1,10%
Cc1ccc(CNC(=O)c2ccc(N(C)S(=O)(=O)c3ccccc3)cc2)cc1,-10%
CSc1cccc(NC(=S)N(CCC(C)C)C2CCN(C(C)=O)CC2)c1,-17%
Cc1cccc(OCC(=O)Nc2ccc3nc(SCc4ccccc4)sc3c2)c1,-7%
CC(Sc1nc2ccccc2c(=O)n1C)C(=O)NC1CCCCC1C (configuration not stated),-10%
COCOCCn1cc(CN2CCS(=O)(=O)N(Cc3ccc(-c4ccc(Cl)cc4)cc3)C(C)C2=O)nn1 (configuration not stated),-6%
O=C(c1cccc(S(=O)(=O)N2CCc3ccccc32)c1)N1CCN(c2ccccn2)CC1,-1%
O=C(Cn1ccc([N+](=O)[O-])n1)Nc1ccccn1,-2%

# A draw from above in order of SMILES length, high to low:
SMILES,aSyn yeast rescue
COCOCCn1cc(CN2CCS(=O)(=O)N(Cc3ccc(-c4ccc(Cl)cc4)cc3)C(C)C2=O)nn1 (configuration not stated),-6%
Cc1ccc2c(c1)c1c(c(=O)n(Cc3ccccc3)c(=O)n1CC(=O)NCc1ccccc1Cl)n2C,1%
COC(=O)c1ccc(NC(=O)CN(Cc2ccccc2)S(=O)(=O)c2ccc(C)cc2)cc1,19%
O=C(c1cccc(S(=O)(=O)N2CCc3ccccc32)c1)N1CCN(c2ccccn2)CC1,-1%
COCCOC(=O)c1c(NC(=O)CNc2ccc(C)c(F)c2)sc(C(N)=O)c1C,4%
Cc1ccc(CNC(=O)c2ccc(N(C)S(=O)(=O)c3ccccc3)cc2)cc1,-10%
COc1ccc(OC)c(CNS(=O)(=O)c2ccc3c(c2)oc(=O)n3C)c1,-9%
COc1ccc(NC(=O)C2=CC(c3ccco3)=NS(=O)(=O)N2C)cc1,-8%
CC(=O)N/C(=C\c1ccc(F)cc1)C(=O)NC(C(=O)O)C(C)C (configuration not stated),-11%
Cc1cccc(OCC(=O)Nc2ccc3nc(SCc4ccccc4)sc3c2)c1,-7%
COc1ccc(C)cc1NC(=O)c1ccc2c(c1)nnn2C1CCCC1,26%
CC(Sc1nc2ccccc2c(=O)n1C)C(=O)NC1CCCCC1C (configuration not stated),-10%
O=C(Cn1ccc([N+](=O)[O-])n1)Nc1ccccn1,-2%
O=C1/C(=C/c2cccnc2)CC/C1=C\c1cccnc1,10%
CC(=O)N(Cc1ccc(Br)cc1)c1cccc(C)c1C,2%
CCOC(=O)c1sc(NC(=O)c2cccs2)nc1C,-12%
CCc1cccc(NC(=O)CSc2nccn2C)c1,9%

# (further entries)
SMILES,aSyn yeast rescue
Cc1cccc(C(=O)NCCC(=O)Nc2ccc(F)c([N+](=O)[O-])c2)c1,-6%
COc1cccc(CNc2ncnc3onc(C)c23)c1,-7%
COc1ccc(NC(=S)N(CCN2CCOCC2)C2CCN(C(C)=O)CC2)cc1Cl,-3%
CCc1cccc(C)c1NC(=O)CN1CCCN(Cc2ccccc2Cl)S1(=O)=O,4%
CCn1c(=O)c2cc(C(=O)Nc3cc(C)c(Cl)cc3OC)sc2c2ccccc21,-6%
COc1ccc(NC(=O)Cn2c(=O)n(-c3ccc(Cl)cc3)c(=O)c3c(C)c(C(=O)N(C)C)sc32)cc1Cl,-5%
Cc1cc2oc(=O)c(CC(=O)NCCc3ccccc3)c(C)c2c2occ(C(C)(C)C)c12,9%
CCC(C)NS(=O)(=O)c1ccc(NC(=O)C2CCN(C(=O)c3ccco3)CC2)cc1 (configuration not stated),-2%
Cc1ccc(NC(=O)CN(C)C(=O)c2ccc(-n3cncn3)c([N+](=O)[O-])c2)cc1,2%
CCOC(=O)Cc1ccc(NC(=O)Nc2nnc(N3CCCCC3C)s2)cc1 (configuration not stated),7%
CC(=O)c1cc(-c2ccc(F)cc2)n(CCC(=O)Nc2nc3c(C)cccc3s2)c1C,-3%
COc1cc(OC)cc(C(=O)Oc2c(Sc3ccccc3)c(C)nn2C(C)(C)C)c1,1%
Cc1c(Cl)cccc1NC(=O)C1CCCN(C(=O)c2cnn(-c3ccccc3)c2-n2cccc2)C1 (configuration not stated),?
CN(Cc1ccccc1)C(=O)CCn1c(=O)oc2ccccc21,2%
COc1ccc(/C=N/NC(=O)c2cc(-c3cccc(C)c3)nc3ccccc23)cc1O,-14%
CNc1c(NS(=O)(=O)c2ccc(Cl)cc2)c(=O)oc2ccccc12,-4%
Cc1ccc(Cl)cc1NC(=O)N1CCC(CN2CCCCCC2)CC1,4%
Cc1[nH]nc2c1C(C(C)c1ccccc1)C(C#N)=C(N)O2 (configuration not stated),-16%
CCN(CC(=O)Nc1ccc(OC)cc1)C(=O)Cc1cccs1,7%
CCOc1ccc(CNC(=O)c2cnc3sc(N4CCOCC4)nn3c2=O)cc1,2%
COc1cccc2cc(C(=O)NCCN3CCOCC3)c(=O)oc12,3%
NC(N)=NS(=O)(=O)c1ccc(N=C2C(=O)Nc3ccccc32)cc1,-6%
CCOc1ccc(OCCC(=O)OCC(=O)N2CCN(c3ccc(OC)cc3)CC2)cc1,4%
Cc1ccc(OCc2nnc(NC(=O)c3cccnc3)s2)cc1,-3%
O=C(CC1C(=O)NCCN1Cc1cccc(Oc2ccccc2)c1)NCCc1ccccn1 (configuration not stated),11%
# New compounds follow
SMILES,aSyn yeast rescue
Cc1cc(F)ccc1NC(=O)CCn1nc(C)c(S(=O)(=O)N2CCCCC2)c1C,0%
COc1ccc(NCc2cc3ccc(OC)cc3n(CC(=O)Nc3cccc(OC)c3)c2=O)cc1,-4%
COc1ccc(C(=O)Nc2ccccc2-c2nc3ccccc3s2)c(OC)c1,5%
CCc1ccc(-n2c(=O)c3cccnc3n2CC(=O)NCc2ccc(F)cc2)cc1,0%
COc1cc(C2CC(=O)N(Cc3cccc(F)c3)c3ccccc3S2)cc(OC)c1OC (configuration not stated),0%
Cc1ccc(CNC(=O)CCCn2c(=O)c3ccccc3n(Cc3ccc(Cl)cc3)c2=O)cc1,2%
Cc1ccccc1OCc1ccc(-c2nc(C#N)c(N3CCCCC3)o2)o1,2%
CC(C)c1ccc(OCC(=O)Nc2c(Cl)ccc3nsnc23)cc1,-5%
CCOC(=O)C1(CCc2ccccc2)CCN(C(=O)c2cc(C)nc(C)n2)CC1,0%
O=C(COC(=O)c1cc(Br)ccc1O)Nc1ccc2c(c1)OCCO2,-1%
COc1cccc(CNC(=O)c2cccc(-n3c(C)nc4cccnc43)c2)c1OC,-2%
CCN(CC(=O)Nc1c(F)cccc1F)C(=O)c1cc2ccccc2oc1=O,1%
O=C(CNCCc1ccccc1)Nc1ccc(C(=O)N2CCCCC2)cc1,8%
Cc1ccc2cc(C)c(SCC(=O)NCc3ccco3)nc2c1,-14%
Cc1ccc2c(c1)nnn2C1CCN(CC(=O)N(c2ccccc2)c2ccccc2)CC1,-4%
CCOc1ccc(CNC(=O)C2CCN(S(=O)(=O)c3cn(C)cn3)CC2)cc1,0%
CCN(C(=O)Cn1nc(C)c([N+](=O)[O-])c1C)C1CCS(=O)(=O)C1 (configuration not stated),3%
CCC(C(=O)N1CCN(Cc2ccc3c(c2)OCO3)CC1)n1nnc2ccccc2c1=O (configuration not stated),8%
COc1ccc(OC)c2[nH]c(=O)c(CCNS(=O)(=O)c3ccc(F)cc3)cc12,-4%
COc1ccccc1C(=O)NC(=O)COC(=O)CNC(=O)c1ccccc1,-1%
COc1cc2c(cc1OC)C(=NO)CCCC2,5%
CCCc1cc(C(=O)OCC(=O)N(CCC)c2c(N)n(Cc3ccccc3)c(=O)[nH]c2=O)sc1C,16%
COc1ccc(C(=O)NCC(c2ccco2)S(=O)(=O)c2ccccc2)cc1 (configuration not stated),-19%
COc1cccc2c1O/C(=N\O)C(C(=O)Nc1cccc(Br)c1)C2 (configuration not stated),-5%
CCn1c(=O)c2cc(C(=O)N3CCN(c4cccc(Cl)c4)CC3)sc2c2ccccc21,1%
# New compounds follow:
SMILES,aSyn yeast rescue
CCOc1ccccc1NC(=O)COC(=O)C1COc2ccccc2O1 (configuration not stated),-17%
COC(=O)c1ccc(NC(=O)CC2C(=O)N(c3ccccc3)C(=O)N2Cc2cccs2)cc1 (configuration not stated),6%
Cc1cc(NS(=O)(=O)c2ccc(NC(=O)/C=C/c3ccccc3)cc2)no1,-4%
CCOC(=O)C1CCN(S(=O)(=O)c2ccc3c(c2)N(C)C(=O)CC(=O)N3C)CC1,-2%
Cc1nc(N)c(Br)c(C)c1Br,8%
O=C1COc2cc(S(=O)(=O)CCC(=O)N3CCCCC3)c(Cl)cc2N1,3%
C[C@@H]1CN([C@H](C)CO)C(=O)CCCn2cc(nn2)CO[C@H]1CN(C)S(=O)(=O)c1cccc(F)c1,14%
Cc1ccc(-n2ccnc(SCC(=O)NCCc3ccccc3)c2=O)cc1F,4%
COc1ccc([C@H]2C[C@H](O)[C@@H](n3cc(COC(=O)c4ccccc4)nn3)CN2CC2CCCCC2)cc1,4%
CCn1c(SCc2cccc(Br)c2)nnc1-c1nonc1NC(C)=O,1%
CN(C)/C=N/c1ncc(C(=O)c2ccc(Cl)cc2Cl)s1,-3%
CCOC(=O)c1cccc(NC(=O)c2cc3c(=O)n(C)c4ccccc4c3n2C)c1,-6%
O=C(Nc1ccc(Br)cc1)C1CC(c2c(F)cccc2Cl)=NO1 (configuration not stated),10%
Cc1nn(Cc2ccc(Cl)cc2)c(C)c1NC(=O)c1cc(-c2ccco2)on1,-3%
COc1cccc(N2CCN(C(=O)CN3CCSc4ccccc43)CC2)c1,6%
Cc1ccc(C)c(CNC(=O)C2CCN(c3nc4ccccc4nc3C(F)(F)F)CC2)c1,-7%
O=C(COC(=O)C1CC(O)CN1S(=O)(=O)c1ccc(Cl)cc1)c1cccc(Cl)c1 (configuration not stated),17%
COc1ccc(NC(=O)CN(C)C(=O)Cc2c(C)nc3ccccc3c2C)cc1,-6%
COc1ccc(C2c3cccn3CCN2S(=O)(=O)c2ccc([N+](=O)[O-])cc2)cc1 (configuration not stated),6%
